FAS-TE inh – FAS thioesterase (human) inhibition; recombinant FAS-TE, OMFH fluorogenic substrate, fluorescence endpoint; inhibition, % at 15 µM; 0.67% of 360,000 active;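 active = compounds whose normalised, plate-corrected inhibition of enzyme fluorescence in the single-dose primary screen is 50% or more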;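 also: 0% = DMSO with enzyme and 100% = substrate without enzyme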
NRP1-CendR mod – NRP-1/CendR interaction modulation; O14786; FAM-RPARPAR peptide binding to NRP-1, fluorescence polarization; inhibition, % at 25 µM; 0.85% of 360,000 active;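 active = inhibition or corrected inhibition above about 18%, plus a signal ratio from 0.5 to 1.5, limit read from the data, passing the limit was not always enough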; also: strong numbers were not always called active
MsrA act – activates bovine MsrA enzyme; purified bovine MsrA, absorbance read-out; activation, % at 10.6 µM; 0.3% of 360,000 active; AID 602163; in the data active = activation above about 7.5%;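 also: 0% = vehicle and 100% = reference activator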
Rin1 Abl inh – human Rin1-Abl interaction inhibition; TR-FRET Rin1/Abl binding, biochemical; inhibition, % at 7.35 µM; 0.4% of 360,000 active; P00519+Q13671; in the data active = inhibition above about 5%, passing the limit was not always enough
SKN-1 inh – inhibitors of C. elegans SKN-1. C. elegans VP596 Pgst-4::GFP/RFP ratio, acrylamide-induced, 24 h. inhibition, % at 21.8 µM. 0.49% of 360,000 active;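 active = interference check ratio from 0.5 to 1.5 plus GFP to RFP signal ratio inhibition reaching or exceeding a fixed threshold, cut at about 30% in these data, passing the limit was not always enough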; also: some compounds called inactive have numbers as strong as hits
Neddyl block – cullin neddylation inhibition; P61081+Q13564; TR-FRET cullin neddylation, biochemical; calls only at 25 µM; 0.58% of 360,000 active; in the data active = inhibition above about 36%
eLon inh – inhibitors of E. coli Lon protease; 0.42% of 360,000 active; purified E. coli Lon protease, fluorescence polarization; P0A9M0; AID 602123; inhibition, % at 7.94 µM; in the data active = inhibition above about 13%, passing the limit was not always enough;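 also: 0% = enzyme with probe and DMSO and 100% = no enzyme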
PABP1 MLLE inh – inhibitors of microRNA-mediated deadenylation, human PABP1 MLLE binding. P11940. GST-MLLE / FITC-PAM2 fluorescence polarization. inhibition, % at 20 µM. 0.36% of 360,000 active. AID 588489; in the data active = inhibition above about 35%, passing the limit was not always enough;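 also: plate controls were DMSO wells with GST-MLLE for no effect and wells lacking GST-MLLE protein for full effect; some results filed as inactive read as strong as hits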
Target sequence (P11940 whole entry, looked up): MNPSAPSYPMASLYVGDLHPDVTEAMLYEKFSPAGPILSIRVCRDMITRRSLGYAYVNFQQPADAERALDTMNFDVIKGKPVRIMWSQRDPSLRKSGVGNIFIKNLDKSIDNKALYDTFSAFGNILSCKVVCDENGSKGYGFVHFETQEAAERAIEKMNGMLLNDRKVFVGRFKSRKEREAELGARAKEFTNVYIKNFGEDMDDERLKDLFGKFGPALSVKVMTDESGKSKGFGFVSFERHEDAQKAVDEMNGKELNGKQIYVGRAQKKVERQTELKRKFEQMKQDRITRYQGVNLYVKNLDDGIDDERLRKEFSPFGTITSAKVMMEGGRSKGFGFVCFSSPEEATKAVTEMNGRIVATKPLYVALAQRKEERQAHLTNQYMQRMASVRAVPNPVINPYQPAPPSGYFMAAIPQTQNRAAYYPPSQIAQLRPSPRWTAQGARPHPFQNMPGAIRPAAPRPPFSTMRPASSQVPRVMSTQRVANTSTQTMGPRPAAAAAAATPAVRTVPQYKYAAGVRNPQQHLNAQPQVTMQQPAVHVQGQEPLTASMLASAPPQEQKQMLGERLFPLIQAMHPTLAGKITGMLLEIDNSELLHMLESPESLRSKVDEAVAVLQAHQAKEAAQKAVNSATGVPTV
MT1-MMP act inh – blocks activation of human MT1-MMP; GFP/RFP ratio change, % at 20 µM; 0.061% of 360,000 active; HT1080 RFP-PRO-GFP cells, GFP/RFP ratio fluorescence, overnight; percent of plate control window, DMSO zero;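 active = GFP/RFP ratio change of at least 30% with cell ATP level not reduced by more than half and red fluorescence within 50% of control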; also: strong numbers were not always called active
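Assay system: HT1080 RFP-PRO-GFP cells. Benchmarks: DMSO vehicle wells and RFP-L50D-GFP reporter cell wells. Times: overnight cell settling, then overnight compound exposure, 37 °C, 5% CO2. Compound: 20 µM single dose, 1% DMSO. Read-out basis: GFP/RFP fluorescence ratio.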
Numbers without * were called inactive; i = inactive; nt = no result given.

SMILES	FAS-TE inh	NRP1-CendR mod	MsrA act	Rin1 Abl inh	SKN-1 inh	Neddyl block	eLon inh	PABP1 MLLE inh	MT1-MMP act inh
Cn1c(=O)c(C(=O)NCCO)c(O)c2ccccc21	-1	4	-6	0	-20	i	1	-7	1
CCCOc1ccc(-c2nnn(CC(=O)OCC)n2)cc1	2	1	-4	-1	-4	i	-12	-8	2
N#CCC(=O)Nc1ccc(C(=O)OCC(=O)Nc2cccc(C(F)(F)F)c2)cc1	6	-6	-1	-2	-1	i	-2	-6	6
COc1ccc(N2CCN(/C(=N\S(=O)(=O)c3ccccc3)Nc3nc(C)cc(C)n3)CC2)cc1	-6	-8	-6	4	-14	i	-1	-12	-2
COc1ccc(CN(C)C(=O)c2ccc3ccccc3n2)cc1F	0	11	-3	1	-1	i	8	-12	1
COc1ccc(NC2CCCN(C(=O)c3ccc(C)nc3)C2)cc1 (centres undefined)	-4	15	0	0	-9	i	-1	7	-1
Cc1ccc(NC(=O)CSc2nnc(CNC(=O)c3c(F)cccc3Cl)o2)cc1	-4	-7	-4	-1	-11	i	-3	10	2
COc1ccc2nc(Nc3nc4ccc(NC(C)=O)cc4s3)sc2c1	-4	0	-2	-4	0	nt	16	-9	-1
Cc1ccc(-n2nc3c(=O)n(CC(=O)NCc4ccccc4)nc(C)c3c2C)cc1	-7	4	-4	-4	3	i	-1	18	10
NC1=NC(=O)CC(C(=O)Nc2cccc3ccccc23)S1 (centres undefined)	-4	2	-3	0	9	i	1	0	-1
COc1ccc(CCOC(=O)c2cccc(NC(C)=O)c2)cc1	2	-8	-2	0	13	i	2	2	-3
CC(C)CNS(=O)(=O)c1ccc(CCC(=O)N2CCC(C(N)=O)CC2)cc1	-6	7	-10	1	2	i	-3	-1	-1
Cc1ccc(C)c(S(=O)(=O)N2CCN(C(=O)c3sccc3C)CC2)c1	2	12	-5	0	9	i	-15	21	-4
CC(=NCCN1CCN(C(C)=C2C(=O)c3ccccc3C2=O)CC1)C1=C(O)CC(C)(C)CC1=O	-7	-3	-3	-1	5	i	-11	10	-4
O=C(N/N=C\c1ccc(Cl)s1)C1COc2ccccc2O1 (centres undefined)	-7	16	-1	1	2	i	0	-8	1
COc1ccc(OC)c(-n2c(-c3cc(-c4ccc(F)cc4)n[nH]3)n[nH]c2=S)c1	-6	12	-4	4	-3	i	6	-27	-5
CCCCCCCCCCNC(=O)C(=O)Nc1ccccn1	-2	-4	-4	-3	0	i	2	-8	0
O=C(COC(=O)CN1C(=O)C2CCCCC2C1=O)NNC(=O)c1ccc(Cl)cc1 (centres undefined)	-5	-7	-1	-3	1	i	-2	3	-2
CCCNC(=O)c1ccc(Cn2cc(-c3ccc(OC)cc3)nc2C(C)N)cc1 (centres undefined)	-13	-3	-12	1	13	i	-2	14	nt
CCOc1ccccc1OCC(=O)Nc1ccc(OC)c(S(=O)(=O)N2CCCCC2)c1	11	-5	-3	-1	6	i	1	-5	6
Cc1nc2ccccc2n1CC(=O)NCCN1CCCC1	-5	-8	1	-3	1	i	-9	9	-7
O=C(CN1CCN(Cc2ccc(F)cc2)CC1)Nc1nc2ccccc2s1	5	-1	-2	1	31	i	7	4	6
CCOC(=O)c1c(C)[nH]c(C(=O)COC(=O)c2cnc(C)cn2)c1C	-6	-5	-10	1	-1	i	-7	0	-5
COCCNC(=O)Cn1c(=O)n(Cc2ccc(C(=O)NCc3ccco3)cc2)c(=O)c2ccccc21	-12	10	-5	-3	7	i	12	3	1
Cc1csc(NC(=O)COc2ccc3c(c2)CCC3)n1	8	-1	1	3	-2	i	0	5	-1
Cc1cc(C(=O)C(C)OC(=O)c2cnccn2)c(C)n1-c1ccccc1 (centres undefined)	2	-11	-3	4	8	i	-11	0	1
CCC1([N+](=O)[O-])COC(c2ccc(OC)cc2)OC1 (centres undefined)	-4	-10	-13	7	6	i	-1	0	5
COc1cccc(NC2=C(Cl)C(=O)OC2OC(=O)c2ccco2)c1 (centres undefined)	17	2	-3	1	-2	i	3	13	-7
COCCn1c(SCC(=O)Nc2cccc(C)c2)nnc1C(C)C	-2	7	-1	0	37*	i	1	0	3
O=C(CNC(=O)c1ccc(Br)cc1)NCC(=O)OCC(=O)c1ccc([N+](=O)[O-])cc1	-7	4	-6	1	-1	i	4	13	-2
CCC(C)(C)n1nnnc1C(c1cccc(C#N)c1)N1CCN(c2cc(C)ccc2C)CC1 (centres undefined)	26	-3	-3	-2	-1	i	-4	2	-19
COc1ccc(NC(=O)CSc2nc3c(c(=O)n2-c2ccc(C)cc2)SCC3)c(OC)c1	12	-13	-3	3	3	i	7	10	-4
CC1CN(C(=O)CN2C(=O)NC(C)(c3ccccc3)C2=O)CC(C)O1 (centres undefined)	-13	-8	-1	-1	4	i	-7	15	2
CCCCCCNC(=O)c1c(O)c2cccc3c2n(c1=O)CCC3	13	7	-4	1	-16	i	1	0	-1
O=C(CSc1nnc(-c2ccc(Cl)cc2)n1Cc1ccco1)NCc1ccc2c(c1)OCO2	8	5	2	1	-8	i	2	-9	1
O=C(CN1CCCCC1)NCC(=O)Nc1ccc(F)c(F)c1F	-10	3	0	0	11	i	8	5	2
COc1ccc(CNC(=O)COC(=O)C2CCN(S(=O)(=O)c3ccccc3C(F)(F)F)CC2)cc1	4	-2	0	2	7	i	-8	-3	-1
COc1ccccc1-c1nc2c(c(SCC(=O)N3CCCCC3)n1)Cc1c(CO)cnc(C)c1O2	0	1	-2	-2	13	i	2	11	-2
O=C(NCC(=O)N(c1cccnc1)C(C(=O)NC1CCCCC1)c1ccccc1)c1ccco1 (centres undefined)	-2	-5	-2	2	-12	i	1	4	3
C/C(Cc1ccccc1)=N/NC(=O)CCCC(=O)N/N=C(/C)Cc1ccccc1	0	17	-3	4	-1	i	6	-2	-1

As entered above.
For Rin1 Abl inh, CCC(C)(C)n1nnnc1C(c1cccc(C#N)c1)N1CCN(c2cc(C)ccc2C)CC1 (centres undefined) has -2
For MsrA act, C/C(Cc1ccccc1)=N/NC(=O)CCCC(=O)N/N=C(/C)Cc1ccccc1 has -3

Continued.
SMILES	FAS-TE inh	NRP1-CendR mod	MsrA act	Rin1 Abl inh	SKN-1 inh	Neddyl block	eLon inh	PABP1 MLLE inh	MT1-MMP act inh
Cc1cccc(NC(=O)Cn2cnc3c(oc4nc5c(cc43)COC(C)(C)C5)c2=O)c1	-7	-17	-1	0	16	i	1	13	0
COCC(=O)Nc1ccc(C(C)C)cc1	-6	-1	-4	1	8	i	-4	-8	10
CN(C)C(=O)N1CCN(c2nc(-c3ccccc3)cs2)CC1	2	2	-10	-1	-5	i	6	-10	14
CCOc1ccc(S(=O)(=O)N(CC)CC(=O)NCc2ccccn2)cc1C	-5	-10	0	0	3	i	7	-30	8
CC(C)(C)OC(=O)NCc1n[nH]c(=S)n1C1CC1	-8	14	0	0	-5	i	-1	14	0
O=C(NC1CCCCCCC1)c1cccnc1	-6	18	-2	-1	-7	i	-2	0	1
O=S1(=O)CC(N2CCN(CC3CC3)CC2)CN1CCc1ccccc1 (centres undefined)	-9	-8	-4	1	15	i	0	-9	5
COc1cc2c(cc1OC)CN(Cc1cc(=O)n3cc(C)ccc3n1)CC2	-3	6	1	0	-4	nt	-7	11	-2
CCOCCCNC(=O)c1cc2c(s1)-c1ccccc1SC2	0	-10	-2	2	-8	i	-3	25	2
COc1ccccc1CNC(=O)C(NC(=O)Nc1ccccc1)C(C)C (centres undefined)	-6	-8	-3	0	18	i	-3	-34	2
Cc1nc2ccc(NC(=O)c3ccccc3)cc2c(=O)n1Cc1ccc(F)cc1	11	-9	-3	2	13	i	-4	-13	-13
COc1cccc(/C=N/Nc2ccc(Cl)nn2)c1OC	-6	15	-4	-2	22	i	-4	-3	1
COc1ccc(NC(=S)N(CCCN2CCC(C)CC2)Cc2cccs2)cc1	-1	4	-4	-2	-10	i	6	-82	1
Cc1nnc2c3ccccc3c(-c3ccccc3)nn12	-8	-6	-3	1	10	i	-4	3	16
Cc1ccccc1/C=N/Nc1ccc(Cl)nn1	-6	9	-8	1	95	i	-5	1	-2
O=C(NCC1CCCO1)C1CCN(S(=O)(=O)c2cc(Cl)ccc2Cl)CC1 (centres undefined)	-5	5	6	0	31	i	-8	-8	3
COc1cc2c(cc1NC(=O)CSc1ccccn1)oc1ccccc12	29	4	0	-5	12	i	-11	-15	2
Cc1cc(S(=O)(=O)NC(C)c2nnc3ccccn23)ccc1Br (centres undefined)	-5	-5	-4	2	2	i	4	15	-2
O=C(NCCCNC(=O)c1ccc(F)cc1)c1ccc(F)cc1	-2	-7	-2	2	4	i	-6	5	-2
CC(C)Sc1nnc([C@H](C)NC(=O)OC(C)(C)C)o1	-9	-10	-1	1	-2	i	3	8	-1
O=C1C(=O)N(CCN2CCOCC2)C(c2ccc(Cl)cc2)/C1=C(/O)c1ccc(S(=O)(=O)N2CCOCC2)cc1 (centres undefined)	-4	-5	0	-1	6	i	1	5	2
CN(CC(=O)NCCN1CCN(Cc2ccccc2)CC1)S(=O)(=O)c1cccc2nsnc12	-4	-4	-6	-1	3	i	-12	-1	-4
COCCn1c(C)cc(C2=NNC(=Nc3ccccc3)SC2)c1C	-36	-6	-5	0	27	i	-10	3	-9
O=C(NCc1cccnc1)C(=O)NCC1OCCCN1S(=O)(=O)c1ccccc1 (centres undefined)	-7	-9	-4	-2	-3	i	1	10	2
CCc1c(C(=O)NNC(=S)NCc2ccccc2)csc1C	-10	-11	-1	0	-1	i	-6	-41	-2
CSc1ccc(S(=O)(=O)NCC(=O)OCC(=O)NCc2cccs2)cc1[N+](=O)[O-]	-5	-12	-2	2	18	i	-10	5	2
CC1(C)C/C(=C(/C#N)C(N)=O)CCO1	-5	51*	1	-1	-2	i	-7	2	-3
O=C(c1ccc([N+](=O)[O-])cc1)N1CCN(Cc2ccccc2[N+](=O)[O-])CC1	3	-2	-6	2	4	i	0	-1	2
C/C=C/c1ccc(OCc2cc(=O)n3cc(C)ccc3n2)c(OC)c1	9	-7	-3	-3	7	i	1	-1	1
CC(C)(C)c1ccc(NC(=O)COc2ccc(-n3ccnc3)cc2)cc1	-76	10	-2	1	-8	i	5	1	-5

Retrieved by compound from above:
SMILES	FAS-TE inh	NRP1-CendR mod	MsrA act	Rin1 Abl inh	SKN-1 inh	Neddyl block	eLon inh	PABP1 MLLE inh	MT1-MMP act inh
CC(C)(C)c1ccc(NC(=O)COc2ccc(-n3ccnc3)cc2)cc1	-76	10	-2	1	-8	i	5	1	-5
C/C=C/c1ccc(OCc2cc(=O)n3cc(C)ccc3n2)c(OC)c1	9	-7	-3	-3	7	i	1	-1	1
COCCn1c(C)cc(C2=NNC(=Nc3ccccc3)SC2)c1C	-36	-6	-5	0	27	i	-10	3	-9
O=C(NCc1cccnc1)C(=O)NCC1OCCCN1S(=O)(=O)c1ccccc1 (centres undefined)	-7	-9	-4	-2	-3	i	1	10	2
CSc1ccc(S(=O)(=O)NCC(=O)OCC(=O)NCc2cccs2)cc1[N+](=O)[O-]	-5	-12	-2	2	18	i	-10	5	2

Other compounds follow.
SMILES	FAS-TE inh	NRP1-CendR mod	MsrA act	Rin1 Abl inh	SKN-1 inh	Neddyl block	eLon inh	PABP1 MLLE inh	MT1-MMP act inh
CCCNC(=O)CN1C(=O)NC(CCc2ccccc2)C1=O (centres undefined)	-4	-6	-9	4	-10	i	2	7	1
CN(C)CCNC(=O)C(C(=O)c1ccc(F)cc1)n1ccccc1=O (centres undefined)	-10	-8	-3	-2	15	i	-2	6	-6
CCC1Sc2ccc(S(=O)(=O)CCC(=O)NCc3ccc(C)o3)cc2NC1=O (centres undefined)	0	-11	-1	0	-1	i	9	22	8
COc1cccc(C(=O)OCC(=O)c2[nH]c(C)c(C(C)=O)c2C)c1	-4	1	-4	-1	-8	i	-12	10	6
COc1ccc(OCCCON2C(=O)c3ccccc3C2=O)cc1	0	5	-11	2	5	i	-3	15	7
COc1ccc(N(CC(=O)Nc2cccc3ccccc23)S(C)(=O)=O)c(OC)c1	-1	7	-2	0	2	i	2	3	2
